mABHD4 FP: inhibitors of mouse ABHD4 | purified mABHD4, FP-Rh probe fluorescence polarization | inhibition, % at 8.92 µM | hit rate 0.54% among 370,000;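 active means inhibition exceeding the mean over every tested compound plus 3 SD, cut at about 30% in these data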;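 further: 0% = plate median of compound wells and 100% = S159A mutant with DMSO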
Target sequence (Q8VD66 whole entry, looked up): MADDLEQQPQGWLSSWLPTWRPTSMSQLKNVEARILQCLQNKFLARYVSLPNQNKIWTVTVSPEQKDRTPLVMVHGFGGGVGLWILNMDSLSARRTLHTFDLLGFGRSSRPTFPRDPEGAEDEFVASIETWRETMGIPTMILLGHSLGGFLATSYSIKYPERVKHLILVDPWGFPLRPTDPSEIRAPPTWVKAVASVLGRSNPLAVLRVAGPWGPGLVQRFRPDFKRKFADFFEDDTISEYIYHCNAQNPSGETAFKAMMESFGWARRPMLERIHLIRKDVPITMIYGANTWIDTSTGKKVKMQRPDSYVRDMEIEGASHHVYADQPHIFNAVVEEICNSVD
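Doses – 8.92 µM, single dose · Material – wild-type mouse ABHD4 protein · Replication – single well per compound (singlicate) · Measure – percent inhibition of probe binding, normalized to plate controls · Schedule – 45 min compound pre-incubation plus 60 min probe step, 25 °C · Detection – fluorescence polarization with parallel and perpendicular emission, 525/598 nm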
SIAE primary: human SIAE inhibition, primary screen; AID 1053197; SIAE FP-Rh probe binding, fluorescence polarization; inhibition, % at 9.66 µM; Q9HAT2; hit rate 0.69% among 370,000;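 active means inhibition above a cutoff: mean of compounds within the control limits plus 3 SD of those, cut at about 17% in these data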;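 further: 0% = plate median of compound wells and 100% = probe without SIAE protein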
NR1D1 modulator: modulators of human Rev-erb alpha DNA binding; hit rate 0.79% among 370,000; Rev-erbα–FITC-DNA binding, fluorescence polarization, 90 min; P20393; activity, % at 10 µM;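 active means activity above about 14%, limit read from the data; passing the limit was not always enough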;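 further: 0% = DMSO wells with 35 nM protein and 100% = DMSO wells with 750 nM protein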
TCR-CD3 inh: inhibitors of human TCR-CD3 interaction | TAMRA-labeled TCR probe fluorescence, biochemical | inhibition, % at 9.4 µM | AID 651800 | hit rate 0.37% among 360,000; in the data active means inhibition above about 19%;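 further: recombinant mutant TCR 2C K166C tagged with TAMRA read by polarization; 0% = receptor in buffer alone and 100% = receptor with positive control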
HTRA1 inhibitor: HTRA1 (human) protease inhibition; inhibition, % at 5.96 µM; hit rate 0.5% among 340,000; recombinant HTRA1, FP-rhodamine activity-based probe, fluorescence polarization; in the data active means inhibition above about 36%;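 further: 0% = enzyme with DMSO and 100% = wells lacking enzyme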
Target sequence (Q92743 whole entry, looked up): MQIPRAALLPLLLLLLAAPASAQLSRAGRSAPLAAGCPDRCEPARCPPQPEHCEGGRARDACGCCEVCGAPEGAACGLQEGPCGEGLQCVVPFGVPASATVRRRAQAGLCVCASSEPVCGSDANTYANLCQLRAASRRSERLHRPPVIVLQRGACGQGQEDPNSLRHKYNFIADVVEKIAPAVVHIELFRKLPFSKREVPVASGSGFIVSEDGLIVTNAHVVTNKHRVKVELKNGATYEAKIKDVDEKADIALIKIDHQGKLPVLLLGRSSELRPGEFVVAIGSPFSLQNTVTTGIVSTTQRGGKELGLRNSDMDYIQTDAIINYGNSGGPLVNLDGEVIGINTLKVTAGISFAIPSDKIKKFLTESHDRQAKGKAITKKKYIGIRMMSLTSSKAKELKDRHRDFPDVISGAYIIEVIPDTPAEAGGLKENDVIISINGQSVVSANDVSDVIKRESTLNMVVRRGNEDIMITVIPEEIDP
PRMT1 inh: inhibitors of human PRMT1. recombinant PRMT1, activity-based probe fluorescence polarization. inhibition, % at 2.79 µM. hit rate 1.3% among 370,000. AID 652257;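 active means inhibition above about 21% made by adding two undisclosed values, limit read from the data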
PG9 binder: small molecules binding HIV-1 gp120 antibody PG9; TR-FRET gp120-PG9 antibody binding; inhibition, % at 6.7 µM; hit rate 0.43% among 360,000; in the data active means inhibition above about 8.5%
rCAG RNA binder: r(CAG) repeat RNA binding; TO-PRO-1 dye displacement fluorescence; inhibition, % at 3 µM; hit rate 1.3% among 370,000; AID 651821;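 active means inhibition above the plate cutoff, the mean of all test compounds on that plate plus 3 SD, cut at about 35% in these data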;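 further: 0% = DMSO alone and 100% = 100 µM mitoxantrone as full dye displacement; higher means more dye released from RNA so lower well fluorescence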
TDP2 absorb: TDP2 (human) inhibition, absorbance primary screen; O95551; recombinant TDP2, T5PNP hydrolysis, p-nitrophenol absorbance 415 nm; inhibition, % at 12.8 µM; hit rate 0.34% among 370,000; AID 720702;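 active means inhibition above the mean of all tested compounds plus 3 SD, set per campaign, cut at about 25% in these data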;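 further: 0% = DMSO with enzyme and 100% = buffer with substrate but no TDP2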
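Evaluation: % inhibition relative to enzyme-containing and enzyme-free wells. Material: recombinant human TDP2. Benchmarks: enzyme-free and DMSO wells. Timing: enzyme reaction with compound for 2 h at 37 °C. Compound dosing: 12.8 µM only. Measured by: p-Nitrophenol epi absorbance. Reagent: T5PNP substrate at 5 mM, a TopII-DNA adduct mimic. Replication: single well per compound.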
LEDGF integ inh: blocks HIV-1 LEDGF/p75-dependent DNA integration | inhibition, % at 3.7 µM | TR-FRET IN-LEDGF/p75 DNA integration, Eu/Cy5 | hit rate 0.64% among 370,000 | AID 743269;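 active means inhibition above the screen-wide mean plus 3 SD, cut at about 13% in these data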;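 further: signal is the Cy5 over europium emission ratio at 671 and 618 nm; 0% = plate median of compound wells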
Active calls of the source: *; . = not tested or not shown. An excerpt, so the mix of outcomes need not match the whole.

SMILES	mABHD4 FP	SIAE primary	NR1D1 modulator	TCR-CD3 inh	HTRA1 inhibitor	PRMT1 inh	PG9 binder	rCAG RNA binder	TDP2 absorb	LEDGF integ inh
O=Cc1cn(CCOc2ccc(F)cc2)c2ccccc12	-8	-1	-5	8	-6	-3	-1.0	5	-10	-1
Cc1cc(CC(C)C)n(-c2nc3ccccc3c(=O)n2OCc2ccccc2)n1	-3	6	-6	4	-25	2	1.0	-5	3	4
C#CCOCCOCCOCCNc1nc(N2CCN(C(=O)[C@H]([C@@H](C)CC)n3cc([C@@H](N)Cc4ccc(O)cc4)nn3)CC2)nc(N2CCN(C(=O)[C@H](Cc3ccc(O)cc3)n3cc([C@@H](N)C(C)CC)nn3)CC2)n1 (stereo not given in full)	6	-2	3	-6	2	1	1.7	4	5	1
Nc1c(Cl)cc(C2=NCCn3nc4cc(C(F)(F)F)ccc4c32)cc1Cl	-12	-1	1	-4	-47	3	2.6	6	-2	3
O=C(NCc1ccc2c(c1)OCO2)C(=S)N1CCOCC1	-3	-7	-3	-4	2	5	2.2	-1	1	-4
Cc1ccc(CN2CCN(Cc3nc4ccccc4nc3C)CC2CCO)cc1 (stereo not given)	5	-2	-2	-7	-2	5	0.9	-7	6	-1
Cc1cc(C)c(NC(=O)CSc2nc3ccncc3[nH]2)c(C)c1	5	-3	-4	2	0	-3	-1.1	0	-9	0
CCCc1[nH]nc2c1C(c1ccc(O)cc1OCC)C(C#N)=C(N)O2 (stereo not given)	6	0	-3	5	5	-1	-0.8	1	7	-2
Brc1cc(Cc2nnc(-c3ccccc3)o2)c(Br)s1	-10	-8	3	4	-11	-3	-2.3	-4	-2	8
O=[N+]([O-])/C(Cl)=C(/NCCO)C(Cl)=C(Cl)Cl	6	3	4	2	-2	1	-0.8	1	2	0
CCCNC(=O)C1(C)CCN(C(=O)COc2ccc(C(C)(C)C)cc2)C1 (stereo not given)	2	-3	9	-6	.	3	1.0	0	0	-1
O=[N+]([O-])c1ccc(NC(=S)NCc2ccncc2)cc1	-1	-2	2	0	-5	1	0.2	3	-6	-6
COc1ccc(C(C)NC(=O)Cc2ccc(Br)cc2)cc1 (stereo not given)	0	4	2	-12	-6	-3	1.2	-4	-4	3
CCOC(=O)c1sc(NC(=O)CCCCCN2C(=O)c3cccc4cccc(c34)C2=O)nc1C	3	-1	8	-6	-2	1	0.3	-1	7	-2
CN(C(=O)COC(=O)c1ccc2[nH]c3c(c2c1)CCCC3)C1CCS(=O)(=O)C1 (stereo not given)	-1	-5	-4	-3	2	-1	3.2	1	-3	0
O=c1cc(N2CCCCC2)c(-c2ccccc2)nn1Cc1cccc(Cl)c1	-2	7	7	5	3	1	-1.3	-4	-2	-6
Cc1n[nH]c(C)c1S(=O)(=O)Nc1ccc2c(c1)OCCO2	5	3	-3	1	2	1	-1.5	4	7	0
[NH-]c1ncnc2c1N=C[N+]2=CC=CCO	-3	10	0	3	4	-2	-1.8	-1	-2	0
CCN(CC)C(=O)CC[C@@H]1CC[C@]2(CCCN(Cc3ccccn3)C2)O1	2	5	-1	.	.	-2	.	0	-2	7
Cc1ccc(C)c(NC(=S)NC(C)C(c2ccccc2)N2CCN(C)CC2)c1 (stereo not given)	-3	10	4	5	5	0	-0.5	-13	-5	3
CCCc1cc(=O)[nH]c(SCC(=O)Nc2ccc3ccccc3c2)n1	-9	-5	9	0	-15	3	0.7	15	-6	-3
COc1ccc(S(=O)(=O)N2CCN(C(=O)c3ccco3)CC2)cc1OC	-4	0	-6	1	-5	-2	-3.0	1	-8	2
CC(Nc1ccc(Br)cn1)c1cc(Cl)ccc1O (stereo not given)	-25	0	3	0	-42	-2	1.2	-1	-7	1
CN(Cc1ccccc1)S(=O)(=O)c1ccc(N2CCOCC2)nc1	-6	4	1	2	-5	-5	-0.2	-6	14	-2
COc1ccc(NC(=O)CSc2ncnc3c2nnn3-c2ccc(F)cc2)c(OC)c1	2	9	-1	3	5	-2	-2.1	1	3	5
O=C(CNc1ccccc1)N/N=C/c1ccc([N+](=O)[O-])cc1	-1	4	-4	-7	7	2	1.8	8	4	-1
COc1cccc2c(=O)n(CC(=O)Nc3ccc(F)cc3F)ccc12	2	3	-1	-6	1	2	0.3	2	1	2
O=C1NC[C@H](c2ccccc2)N(CCC23CC4CC(CC(C4)C2)C3)C1=O	-2	-1	4	-3	-9	-3	-1.4	-5	5	5
Cc1sc2nc(C)n(/N=C/c3ccccc3O)c(=O)c2c1C	2	4	-7	-3	1	-2	1.3	2	0	-5
CC(NC(=O)Cc1ccccc1)c1ccc(F)cc1 (stereo not given)	4	1	1	-5	0	2	-1.5	2	-7	3
COc1ccc(CC(=O)OCC(=O)NNC(=O)c2ccccc2)cc1	-1	-5	2	0	2	-2	0.5	3	-1	1
CCCCCCCCN1C(=O)[C@@H](CC(=O)N2CCN(C(=O)OCC)CC2)C[C@@]2(C(=O)OC)C1=C[C@H](C1CCCC1)O[C@@H]2C	3	7	5	7	.	0	-1.7	5	-3	-2
O=C(NC1CCCC1)C1CCCN1C(=O)Oc1ccccc1 (stereo not given)	-2	-6	-7	-10	1	4	0.5	-1	-6	-2
COc1cc2c(c(OCC(=O)NC(C)C)c1)C(=O)O[C@@H](C)CCCC(=O)CCCCC2	3	-6	-3	-1	-12	1	-1.7	-15	18	-1
O=C(Cn1nnc(-c2ccc(Cl)cc2)n1)NC1CCS(=O)(=O)C1 (stereo not given)	3	-2	7	-3	-2	0	1.4	1	12	-1
Cc1ccccc1C(=O)NC1CC2CCCC(C1)N2C(=O)Nc1ccccc1 (stereo not given)	-3	-11	2	3	-2	-7	-2.1	-3	0	2
CCOC(=O)[C@@]12CN(C(=O)OC(C)(C)C)CC=C1N(Cc1ccc(OC)cc1)C(=O)[C@H]2CC(=O)NCc1cccc(C(F)(F)F)c1	6	-3	3	.	.	2	.	5	1	4
Cc1ccc(N2C(=O)CC(Cc3cc(C)cc(C)c3)C2=O)cc1 (stereo not given)	-1	-5	1	-3	-3	7	-0.1	-7	-7	-5
COc1cc2ccccc2cc1C(=O)Nc1sc2c(c1C(N)=O)CCN(C(C)C)C2	-13	-17	-9	5	-35	-2	0.3	6	7	2
COc1ccc(C=NNC(=O)c2ccccc2NS(=O)(=O)c2cccs2)cc1O	14	-2	6	13	-8	-3	-5.3	36*	-7	1

Another view of part of the listing above:
Values run as follows: mABHD4 FP, SIAE primary, NR1D1 modulator, TCR-CD3 inh, HTRA1 inhibitor, PRMT1 inh, PG9 binder, rCAG RNA binder, TDP2 absorb, LEDGF integ inh
Cc1sc2nc(C)n(/N=C/c3ccccc3O)c(=O)c2c1C
→ 2, 4, -7, -3, 1, -2, 1.3, 2, 0, -5
CC(NC(=O)Cc1ccccc1)c1ccc(F)cc1 (stereo not given)
→ 4, 1, 1, -5, 0, 2, -1.5, 2, -7, 3
COc1ccc(CC(=O)OCC(=O)NNC(=O)c2ccccc2)cc1
→ -1, -5, 2, 0, 2, -2, 0.5, 3, -1, 1
CCCCCCCCN1C(=O)[C@@H](CC(=O)N2CCN(C(=O)OCC)CC2)C[C@@]2(C(=O)OC)C1=C[C@H](C1CCCC1)O[C@@H]2C
→ 3, 7, 5, 7, ., 0, -1.7, 5, -3, -2
O=C(NC1CCCC1)C1CCCN1C(=O)Oc1ccccc1 (stereo not given)
→ -2, -6, -7, -10, 1, 4, 0.5, -1, -6, -2
COc1cc2c(c(OCC(=O)NC(C)C)c1)C(=O)O[C@@H](C)CCCC(=O)CCCCC2
→ 3, -6, -3, -1, -12, 1, -1.7, -15, 18, -1

Additional compounds
SMILES	mABHD4 FP	SIAE primary	NR1D1 modulator	TCR-CD3 inh	HTRA1 inhibitor	PRMT1 inh	PG9 binder	rCAG RNA binder	TDP2 absorb	LEDGF integ inh
O=C(NCC(c1ccco1)N1CCCC1)c1cccc(S(=O)(=O)Nc2ccc(F)cc2)c1 (stereo not given)	2	1	2	8	-7	-4	-0.3	10	-3	2
CN(C)n1cccc1/C=C(\C#N)S(=O)(=O)c1ccc(Cl)cc1	-5	-5	-4	0	.	4	0.3	1	-11	0
CCOc1ccc(OCC(=O)Nc2cccc(S(=O)(=O)NC3=NCCC3)c2)cc1	2	-1	2	4	-2	-4	-2.0	1	5	3
Cc1cc(=O)n2cn[nH]c2n1	1	5	-5	4	4	-2	0.8	0	2	1
COc1ccc(C(C)=O)cc1CN1C(=O)C(C)ON=C1c1ccccn1 (stereo not given)	5	-4	5	-1	.	1	-0.1	-2	-1	-3
CCCn1nnnc1NCc1ccc(SC)cc1	-7	6	6	-7	-1	-5	-2.5	-1	-13	0
COc1ccc(C(=O)C2CCCN(C(=O)c3c4c(nn3C)CCCC4)C2)cc1F (stereo not given)	-2	-2	2	-7	-4	3	-0.8	-4	2	-4
Cc1ccc(CCNC(=O)CCS(=O)(=O)Cc2ccc(C)cc2)cc1	6	-8	3	-3	3	5	0.8	-5	-6	0
C[C@H]1COc2cc(N3CCC[C@@H]3CO)ccc2S(=O)(=O)N1	7	-1	7	8	.	-3	-0.7	3	2	-1
Cc1cccc(N2CCN(C(=O)CCNS(=O)(=O)c3ccc4c(c3)oc(=O)n4C)CC2)c1C	0	-2	3	3	6	-4	-2.2	3	11	1
COc1cc(C(=O)OCc2cc(=O)oc3c(C)c(C)ccc23)ccc1OC(F)F	1	-3	-7	9	-5	-1	-2.2	-1	-6	-2
CCc1ccc[n+](-c2nc3ccccc3nc2C(=C=[N-])C#N)c1	-4	0	4	-4	3	11	-4.5	-13	2	1
O=C1CCC(=O)N1CC(=O)N1c2ccccc2Sc2ccccc21	9	1	-4	1	3	2	-0.5	-1	-9	2
COc1cccc(C(=O)Nc2ccc3c(c2)C(=O)N(CC2CCCO2)C3=O)c1 (stereo not given)	-13	-16	-4	-8	-27	-2	-3.2	2	-10	4
